Neddylation inh = inhibitors of cullin neddylation, primary screen, biochemical, TR-FRET, uHTS, NAE and Ubc12. NEDD8-conjugating enzyme Ubc12 (Homo sapiens) + NEDD8-activating enzyme E1 regulatory …. calls only at 25 µM. 360,000 tested, 0.58% active. AID 651699, 2012; in the data active = inhibition above about 36%
DNMT1 block = human DNMT1 methyltransferase inhibitors, primary screen, biochemical, molecular beacon, fluorescence, HinP1I cleavage, uHTS; inhibition (reported as % activation of signal), % at 10 µM; 360,000 tested, 0.83% active; AID 588458, 2011; in the data active = inhibition above about 50%
STEP block = STEP phosphatase inhibitors, primary screen, biochemical, fluorescence intensity, uHTS; Tyrosine-protein phosphatase non-receptor type 5 (Homo sapiens), P54829; recombinant STEP, OMFP fluorogenic substrate; inhibition, % at 20 µM; 360,000 tested, 0.25% active; AID 588621, 2011;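 active = inhibition at 20 µM, scaled per plate between control wells, above about 37%, limit read from the data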;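 note: 0% = DMSO with enzyme and substrate and 100% = substrate only without enzyme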
Target sequence (P54829 whole entry, looked up): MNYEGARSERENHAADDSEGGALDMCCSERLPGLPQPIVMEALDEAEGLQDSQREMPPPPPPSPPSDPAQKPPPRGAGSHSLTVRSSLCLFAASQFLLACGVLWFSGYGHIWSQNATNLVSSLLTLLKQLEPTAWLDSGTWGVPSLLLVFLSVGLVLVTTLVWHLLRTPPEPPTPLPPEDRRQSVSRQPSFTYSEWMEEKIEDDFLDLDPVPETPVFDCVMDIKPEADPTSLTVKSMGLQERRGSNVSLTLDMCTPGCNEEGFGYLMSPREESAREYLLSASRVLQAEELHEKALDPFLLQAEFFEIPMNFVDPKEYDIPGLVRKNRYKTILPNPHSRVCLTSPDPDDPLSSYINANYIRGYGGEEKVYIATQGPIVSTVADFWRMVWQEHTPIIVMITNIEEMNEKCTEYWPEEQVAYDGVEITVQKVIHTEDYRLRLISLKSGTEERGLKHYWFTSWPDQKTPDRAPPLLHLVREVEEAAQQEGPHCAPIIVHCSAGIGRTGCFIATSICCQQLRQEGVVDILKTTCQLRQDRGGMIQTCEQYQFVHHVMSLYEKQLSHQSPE
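Also added – OMFP at 25 µM · Test system – STEP tyrosine phosphatase · Technique – FITC-channel fluorescence of OMFP product · Schedule – 20 min at room temperature, dark · Evaluation – control-normalized % inhibition with plate pattern correction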
SUMO1 PPI mod = modulators of SUMO1 protein-protein interactions, primary screen, biochemical, uHTS; 360,000 tested, 0.33% active; AID 602429, 2012; inhibition, % at 20 µM; SUMO1 binding to a labelled peptide, TR-FRET, 1 h; Small ubiquitin-related modifier 1 (Homo sapiens), P63165; in the data active = inhibition above about 37%
Target sequence (P63165 whole entry, looked up): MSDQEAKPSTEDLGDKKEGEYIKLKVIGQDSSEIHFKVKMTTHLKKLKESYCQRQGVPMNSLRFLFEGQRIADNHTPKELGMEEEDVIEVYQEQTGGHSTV
NadD inh = inhibitors of S. aureus NadD, primary screen, biochemical, colorimetric, uHTS; purified NadD enzyme, colorimetric absorbance read-out; 360,000 tested, 0.78% active; AID 602399, 2012; Nicotinate-nucleotide adenylyltransferase NadD (Staphylococcus aureus N315); inhibition, % at 20 µM; in the data active = inhibition above about 26%; note: some compounds past the cut are filed as inactive
SKN-1 inh = suppressors of acrylamide-induced Pgst-4::GFP reporter in worms, primary screen, SKN-1 inhibitor project, whole organism, uHTS, GFP/RFP fluorescence ratio, strain VP596; C. elegans VP596 Pgst-4::GFP/RFP ratio, 24 h; inhibition, % at 21.8 µM; 360,000 tested, 0.49% active;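 active = interference check ratio from 0.5 to 1.5 plus GFP to RFP signal ratio inhibition reaching or exceeding a fixed threshold, cut at about 30% in these data, passing the limit was not always enough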; note: some compounds called inactive have numbers as strong as hits
LMPTP inh = LMPTP phosphatase inhibitors, primary screen, biochemical, fluorescence intensity, uHTS | 360,000 tested, 0.22% active | Low molecular weight phosphotyrosine protein phosphatase (Homo sapiens), P24666 | recombinant LMPTP-A, OMFP fluorogenic substrate | inhibition, % at 20 µM | AID 651560, 2012;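 active = compounds that cut the enzyme signal by at least half of the control window in the single-dose screen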;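 note: plate controls were DMSO wells with enzyme plus substrate for no effect and substrate without enzyme for full effect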
Target sequence (P24666 whole entry, looked up): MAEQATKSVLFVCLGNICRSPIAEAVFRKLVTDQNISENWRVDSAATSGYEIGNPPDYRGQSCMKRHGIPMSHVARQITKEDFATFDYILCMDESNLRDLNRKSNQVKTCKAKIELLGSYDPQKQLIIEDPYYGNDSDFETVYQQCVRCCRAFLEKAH
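test system = LMPTP-A | amount = 0.625 nM LMPTP-A final | reagent = fluorogenic phosphatase substrate OMFP at 400 µM final | incubation = 50 min at room temperature | benchmarks = no-enzyme low control, uninhibited high control | medium = Bis-Tris pH 6.0, DTT, detergent | signal = fluorescence intensity of OMFP turnover product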
CendR NRP1 mod = modulators of CendR peptide binding to NRP-1, primary screen, biochemical, fluorescence polarization, uHTS; Neuropilin-1 (Homo sapiens), O14786; FAM-RPARPAR peptide binding to NRP-1; inhibition, % at 25 µM; 360,000 tested, 0.85% active;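 active = inhibition or corrected inhibition above about 18%, plus a signal ratio from 0.5 to 1.5, limit read from the data, passing the limit was not always enough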; note: strong numbers were not always called active
TbMetRS inhib = T. brucei MetRS inhibitors, primary screen, biochemical, luminescence; 360,000 tested, 0.4% active; methionyl-tRNA synthetase (Trypanosoma brucei brucei); purified T. brucei MetRS, ATP depletion, Kinase-Glo luminescence; AID 624268, 2012; inhibition, % at 11.9 µM;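 active = inhibition above a per-plate cutoff of the control wells' mean inhibition plus 3 SD, cut at about 5.5% in these data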;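 note: 0% = DMSO wells median and 100% = median of wells with control inhibitor compound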
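Dosing: 11.9 µM compound single dose, 0.9% DMSO; Assay system: purified T. brucei MetRS enzyme; Measured by: Kinase-Glo luciferase luminescence reporting remaining unconsumed ATP; Schedule: 15 min plus 2 h at 25 °C.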
Scp1 inh = Scp-1 phosphatase inhibitors, primary screen, biochemical, colorimetric, uHTS; inhibition, % at 20 µM; Carboxy-terminal domain RNA polymerase II polypeptide A small phosphatase 1 (Homo …; 340,000 tested, 0.88% active; Recombinant Scp1, phosphopeptide, malachite green phosphate absorbance; AID 493091, 2011;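 active = inhibition above about 50% at 20 µM, limit read from the data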;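 note: plate controls were DMSO wells with enzyme for no effect and wells lacking enzyme for full effect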
Target sequence (Q9GZU7 76-261 limits assumed): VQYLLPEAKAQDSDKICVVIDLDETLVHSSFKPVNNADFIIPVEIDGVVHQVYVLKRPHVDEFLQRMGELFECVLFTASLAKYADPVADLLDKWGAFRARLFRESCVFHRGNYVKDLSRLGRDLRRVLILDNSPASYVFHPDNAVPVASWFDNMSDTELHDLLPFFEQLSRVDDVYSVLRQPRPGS
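System: SCP-1 catalytic domain; Reagent: Phospho 17-mer peptide substrate; Doses: one concentration, 20 µM, with 1.0% DMSO; Incubation: 45 min room-temperature reaction, 5 min colour, 30 min stabiliser; Signal: Phosphate-binding colour reagent, absorbance read at 630 nm.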
* = called active by the depositor; i = inactive; nt = not tested or not shown.

compound,Neddylation inh,DNMT1 block,STEP block,SUMO1 PPI mod,NadD inh,SKN-1 inh,LMPTP inh,CendR NRP1 mod,TbMetRS inhib,Scp1 inh
Cc1nc(Nc2cccc(F)c2)c2oc3ccccc3c2n1,nt,5,-3,-19,-9,20,0.2,-9,0.2,-9
CCOCC(O)CS(=O)Cc1ccccc1 (stereo unspecified),i,1,0,-3,-6,-1,-0.6,-8,0.4,3
CN(C)S(=O)(=O)c1cccc(NC(=O)C2Cc3ccccc3CN2C(=O)c2ccco2)c1 (stereo unspecified),i,4,-3,9,0,-10,1.6,-2,-0.7,6
CC1(C(=O)NS(=O)(=O)c2cccs2)CCN1C(=O)C1CC1 (stereo unspecified),i,5,1,-2,-6,0,-3.9,-11,-0.3,nt
COc1ccc(C=NNc2ccc(S(=O)(=O)Nc3ccccc3C(=O)O)cc2[N+](=O)[O-])c(OC)c1,i,13,6,56*,20,7,52*,20,0.1,-5
Cc1ccccc1OCC(=O)Nc1ccc2c(c1)Cc1ccccc1-2,i,1,-1,-2,-1,4,-0.2,-3,-1.1,0
Cc1cc2c3c([nH]c2cc1S(=O)(=O)N1CCC2(CC1)OCCO2)CC(C)(C)CC3=O,i,-3,-2,2,-4,22,-0.2,14,-0.6,5
O=C(O)CNC(=O)c1ccc(OC(F)F)cc1,i,4,-2,2,-2,-1,-0.4,0,-0.1,-4
c1ccc(-c2csc(N3CCCCCC3)n2)cc1,i,0,1,-1,5,21,3.9,9,0.2,0
O=C(O)CNC(=S)N(Cc1ccccc1Cl)C1CCCC1,i,-2,-3,2,-10,-10,-1.8,14,-0.2,27
O=C(CSc1ccc(F)cc1)NC(=O)NCc1ccccc1,i,-1,-2,1,-7,1,-2.1,-4,-0.4,-7
C/C(=C/C=N/Nc1nc(N2CCCCC2)nc(N2CCCCC2)n1)c1ccccc1,i,7,2,1,14,16,1.6,7,-0.4,0
Cc1ccc2nc(NC(=O)C3CCCN(S(=O)(=O)c4cnc[nH]4)C3)sc2c1 (stereo unspecified),i,1,2,0,4,5,-0.2,10,0.1,21
CCN(CC(=O)NCc1ccc(Cl)cc1)C(=O)/C=C/c1cc(OC)c(OC)c(OC)c1,nt,1,3,-5,-5,10,-0.5,10,0.2,-5
Cc1ccc(N(CN2C(=O)C3C4CCC(C4)C3C2=O)C(=O)c2ccco2)cc1 (stereo unspecified),i,-1,0,7,-4,-7,0.1,1,-0.4,-7
Cc1ccccc1NC(=O)Cn1nc(-c2ccccc2)nc1-c1ccccc1,i,5,2,3,3,3,0.4,5,-1.4,-4
Nc1c(S(=O)(=O)c2cccs2)c2nc3ccccc3nc2n1Cc1ccccc1,nt,-23,0,1,16,-14,1.4,0,0.2,7
CCCC(=O)NNc1cc(=O)c2c(=O)n(C)c(=O)n(C)c2[nH]1,i,8,7,-2,-5,-25,-1.6,3,-0.1,-8
O=C(CSc1nc(C(F)(F)F)cc(=O)[nH]1)Nc1ccc2c(c1)OCCO2,i,20,-3,6,1,-4,-1.0,-3,-0.1,-2
CCCn1c(SCC(=O)Nc2ccccc2N2CCCCC2)nc2c1c(=O)n(C)c(=O)n2C,i,1,4,1,5,1,-1.0,10,-1.1,0
CCCOc1ccc(C(=O)NNC(=S)NC(=O)c2cc(-c3ccc(Cl)cc3)nc3ccccc23)cc1,i,1,4,6,79*,-7,2.3,-13,0.3,6
CCOC(=O)C1(Cc2ccccc2)CCN(Cc2csc(C(C)=O)c2)CC1,i,-2,-1,1,-3,3,2.2,11,0.3,-5
CCOc1ccc(N(CC(=O)NCc2ccccc2)C(=O)Cn2nnc(-c3ccc(C)o3)n2)cc1,i,1,2,3,-12,-3,1.0,2,-0.8,-5
CCc1noc(C)c1C(=O)Nc1cc(Cl)ccc1N1CCOCC1,i,2,0,-2,-4,11,-0.2,3,-0.4,-7
O=C(CSc1ccc2ccccc2n1)NCc1ccc2c(c1)OCO2,i,0,1,4,-1,4,-1.0,5,0.6,-9
C[C@H]1CN([C@@H](C)CO)C(=O)CCCn2cc(nn2)CO[C@@H]1CN(C)C(=O)c1cc(-c2ccccc2)on1,i,3,1,4,-4,-6,-1.4,-6,-1.1,nt
CCCCNC(=O)C1c2cc(OC)c(OC)cc2C(=O)N(C)C1c1cccs1 (stereo unspecified),i,1,-6,-5,-5,-2,0.0,-8,-0.2,1
COc1ccc(NC(=O)C(c2ccccc2)N(C)C(=O)CNC(C)=O)cc1 (stereo unspecified),i,6,3,1,-1,-11,-0.2,1,-1.1,3
COc1cccc(-c2nnc(SCC(=O)N3CCCc4ccccc43)o2)c1,i,-4,-2,-1,-8,10,-0.7,12,-0.7,-16
O=C(CN1CCc2ccccc2C1)Nc1cccc(S(=O)(=O)N2CCCC2)c1,i,-2,-1,0,4,-3,-0.2,4,0.5,-7
Cc1ccc(CC(=O)NC(C)CCc2ccccc2)cc1 (stereo unspecified),i,2,3,-2,-6,21,-0.2,7,-1.0,-6
CCN(CC)c1nc(Nc2ccccc2)nc(Oc2ccc(C(=O)OC)cc2)n1,i,-9,1,-4,-2,-20,4.6,0,-0.9,1
Cc1ccc(S(=O)(=O)Oc2ccc(/C=N/NC(=O)c3cccnc3)cc2)cc1,i,-7,0,-6,6,-2,0.5,3,-0.1,-9
COCCn1c(SCC(=O)c2c(N)n(C3CC3)c(=O)[nH]c2=O)nnc1-c1cccc(C)c1,i,1,2,-3,-2,-7,-1.7,13,-0.3,-1
CCOC(=O)N1CCN(C(=O)c2c[nH]c3ccc(S(=O)(=O)N(C)c4ccc(OCC)cc4)cc3c2=O)CC1,i,-2,0,3,6,9,0.0,-2,0.1,-6
Cn1c(-c2ccccc2)cnc1SCC(=O)NCc1ccco1,i,3,0,0,7,4,-0.5,-10,-0.8,-6
CC(=O)c1ccc(NC(=O)/C(=C\c2ccccc2)NC(=O)/C=C/c2ccccc2)cc1,i,-4,6,-3,3,-13,0.3,11,0.1,-6
COc1cc(S(=O)(=O)Nc2ncn[nH]2)ccc1Cl,i,0,0,0,-14,3,-2.2,1,-0.7,-7
CC1(C)CC(NC(=O)c2cc(S(=O)(=O)N3CCOCC3)c(Cl)cc2Cl)CC(C)(C)N1,i,7,-3,2,-4,12,-1.3,5,-0.4,1
O=C(c1cccs1)N1CCN(C23CC4CC(CC(C4)C2)C3)CC1,i,-2,2,7,-5,-2,-0.7,-1,0.0,1
Cc1nnc2ccc(N3CCN(C(=O)c4ccccc4)CC3)nn12,i,-1,1,5,6,8,-0.3,14,-0.2,-5
Cc1ccc(S(=O)(=O)N2CCN(C(=O)Cn3c(=O)cnc4ccccc43)CC2)c(C)c1,i,0,-1,-18,3,-5,-1.2,10,-0.4,-5
CCOC(=O)c1c(NC(N)=O)sc(C)c1C,i,2,-3,0,-3,28,0.6,2,-0.1,-7
c1ccc(-n2ncc3cccnc32)cc1,nt,2,-4,4,-3,5,-0.4,1,-0.1,-3
O=C(O)c1ccc(NS(=O)(=O)c2ccc3c(c2)C2C=CCC2C(c2ccccc2F)N3)cc1 (stereo unspecified),i,62*,-2,35,21,2,2.6,-52,0.9,-4
COc1cc(CC(=O)NC2CCCc3ccccc32)cc(OC)c1OC (stereo unspecified),i,-4,2,3,-4,-5,-1.0,2,0.3,-7
Cc1noc(C)c1CSc1nc2ccccc2s1,i,-7,-2,-1,-1,2,-1.4,1,-1.1,-8
O=C(NC1CCCCC1)Nn1c(-c2ccccc2)nc2ccccc2c1=O,i,2,-3,-1,-2,3,-1.2,15,0.1,-4
CCn1c(SCC(=O)NCCc2ccccc2)nnc1-c1ccco1,i,1,1,4,-4,2,0.0,-3,0.8,0
O=C(OCc1ccccc1)N1CCC2CC1c1ccc(Cl)cc12 (stereo unspecified),i,8,1,4,1,-1,0.5,0,-2.0,nt

New compounds follow:
compound,Neddylation inh,DNMT1 block,STEP block,SUMO1 PPI mod,NadD inh,SKN-1 inh,LMPTP inh,CendR NRP1 mod,TbMetRS inhib,Scp1 inh
CC(=O)Nc1ccc(-c2ccnc3c2CC(C(=O)Nc2cccc(C(C)=O)c2)O3)cc1 (stereo unspecified),i,0,-3,3,-1,11,-1.3,-1,-0.3,nt
CN1CCN(C(=O)/C=C/c2ccc(Cl)c(Cl)c2)CC1,i,0,-2,-15,-1,17,0.2,10,0.0,-7
CCc1ccccc1N(CC)C(=O)CCc1nc(-c2ccc(C)cc2)no1,i,-2,7,-4,7,-19,3.0,-8,-0.1,-7
Cc1ccc(C)c(CC(=O)N2CCCCC2c2cc(C(=O)Nc3cccc(C#N)c3)no2)c1 (stereo unspecified),i,-2,2,4,4,12,2.5,-8,-0.3,nt
c1cnc(NCCNc2ncccn2)nc1,i,3,-3,-4,2,-2,-1.3,-7,-0.5,-1
CCOC(=O)Cc1csc(NC(=O)c2ccc(S(=O)(=O)N3CCOCC3)cc2)n1,i,0,0,-2,-3,2,-0.1,1,0.6,-4
COc1ccc2c(c1)c(C(O)CN1CCN(Cc3ccc4c(c3)OCO4)CC1)c(C)n2C (stereo unspecified),i,-2,2,-4,0,44*,-1.1,9,-0.6,-7
COC(=O)c1cccc(NC(=O)c2cc3sccc3n2C)c1,i,-7,-1,0,-9,-25,2.3,3,-1.4,-6

Part of the list above, with two lines to a compound:
Every second line gives: Neddylation inh	DNMT1 block	STEP block	SUMO1 PPI mod	NadD inh	SKN-1 inh	LMPTP inh	CendR NRP1 mod	TbMetRS inhib	Scp1 inh
> c1cnc(NCCNc2ncccn2)nc1
    i	3	-3	-4	2	-2	-1.3	-7	-0.5	-1
> CCOC(=O)Cc1csc(NC(=O)c2ccc(S(=O)(=O)N3CCOCC3)cc2)n1
    i	0	0	-2	-3	2	-0.1	1	0.6	-4

Screening results: PubChem BioAssay, several laboratories
